Jurkat NFkB inh = inhibitors of the PMA/ionomycin-induced NF-kB reporter in Jurkat cells; AID 435003; 330,000 tested, 0.53% active; PMA/ionomycin-induced NF-kB luciferase reporter, luminescence; inhibition, % at 4 µM; in the data active = inhibition above about 50%
CHOP UPR activ = activators of apoptotic arm of unfolded protein response (CHOP) | CHO-CHOP luciferase reporter, UPR activation, luminescence; percent of tunicamycin response over DMSO baseline | activation, % at 10 µM | 330,000 tested, 0.34% active | AID 449763;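 active = at 10 µM dose, activation of 40% or more, normalized to positive control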;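 note: 100% = tunicamycin at 10 µg/mL and 0% = DMSO alone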
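Assay system: CHO-CHOP cells, stable luciferase reporter of PERK-eIF2a-CHOP signalling / Buffer or medium: F12 plus 10% serum / Compound dosing: one dose, 10 µM in 0.5% DMSO / Times: 6 h compound treatment, 37 °C / Technique: luciferase luminescence / Read-out: % reporter activation, DMSO baseline versus tunicamycin full activation / Benchmarks: tunicamycin and DMSO controls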
697 NFkB inh = lowers PMA/ionomycin-induced NF-kB signal in 697 B cells; 697 B-cell NF-kB luciferase reporter, 16 h; inhibition, % at 4 µM; 330,000 tested, 0.33% active; in the data active = inhibition above about 35%
XBP1 UPR activ = activators of adaptive arm of unfolded protein response (XBP1); AID 463104; activation, % at 20 µM; CHO-XBP1 luciferase reporter, IRE1-XBP1 UPR activation, luminescence; percent of tunicamycin response, DMSO as zero; 330,000 tested, 0.33% active;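 active = versus positive control, 20 µM dose yields 30% or more activation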;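 note: 100% = tunicamycin at 10 µg/mL and 0% = DMSO only wells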
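assay system = CHO-XBP1 luciferase reporter cells | amount = 1000 cells/well | buffer or medium = F12 plus 10% FBS | compound dosing = single point, 20 µM final compound, 1% DMSO | incubation = 16-18 h cell attachment at 37 °C, then 6 h compound exposure | detection = Steady-Glo luminescence read | controls = tunicamycin 10 µg/mL and vehicle-only wells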
tim23-1 inh = inhibits growth of tim23-1 mutant yeast; 330,000 tested, 1.3% active; S. cerevisiae tim23-1 growth, BacTiter-Glo luminescence, 24 h; inhibition, % at 20 µM;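 active = growth inhibition of the mutant yeast at or above 50%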;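 note: temperature-sensitive mutant grown at 25 °C; plate controls were DMSO-treated mutant yeast for no effect and medium wells lacking yeast for full effect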
Mdm2-MdmX inh = human Mdm2/MdmX binding inhibition | SaOS-2 split-luciferase Mdm2/MdmX complementation, luminescence | inhibition, % at 8 µM | 330,000 tested, 3% active | AID 485346;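 active = inhibition of at least 50% at 8 µM in the primary screen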
APJ agonist = agonists of human APJ apelin receptor; 330,000 tested, 0.11% active; CHO-K1 APJ PathHunter beta-arrestin, luminescence; 0% DMSO wells, 100% apelin; activation, % at 20 µM;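 active = activation more than six SD over the plate average, tested at 20 µM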;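 note: 0% = DMSO alone and 100% = apelin-13 at 10 nM; some results filed as inactive read as strong as hits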
Target sequence (P35414 whole entry, looked up): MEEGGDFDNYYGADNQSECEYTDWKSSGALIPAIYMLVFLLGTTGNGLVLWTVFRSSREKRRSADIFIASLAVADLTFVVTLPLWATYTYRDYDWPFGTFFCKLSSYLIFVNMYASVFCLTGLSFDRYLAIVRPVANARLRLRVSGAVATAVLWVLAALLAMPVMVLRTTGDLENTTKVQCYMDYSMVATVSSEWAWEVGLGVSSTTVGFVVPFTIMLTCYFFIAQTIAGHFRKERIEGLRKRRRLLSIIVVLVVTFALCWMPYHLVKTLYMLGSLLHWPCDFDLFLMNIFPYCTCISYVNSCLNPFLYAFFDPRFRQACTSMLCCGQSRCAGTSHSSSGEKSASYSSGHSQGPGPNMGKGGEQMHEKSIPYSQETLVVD
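Test system: CHO-K1 APJ beta-arrestin complementation cell line. Amount: cell density 1000 per well. Controls: DMSO negative, 10 nM Apelin-13 positive. Signal: luminescent beta-gal fragment complementation, chemiluminescent substrate. Read-out basis: agonist-driven arrestin binding to APJ. Timing: compound stimulation 90 min at 25 °C, detection 60 min.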
APJ antagonist = antagonists of human APJ apelin receptor; 330,000 tested, 0.32% active; inhibition, % at 20 µM; CHO-K1 APJ beta-arrestin complementation, luminescence;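 active = inhibition above about 40% at 20 µM, limit read from the data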;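 note: cells challenged with 10 nM apelin-13 agonist together with compound; plate controls were apelin-13 plus DMSO wells for no effect and DMSO wells lacking apelin-13 for full effect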
* marks the source's active call; other numbers are inactive results. The order is random (roughly 5% active in at least one column).

SMILES	Jurkat NFkB inh	CHOP UPR activ	697 NFkB inh	XBP1 UPR activ	tim23-1 inh	Mdm2-MdmX inh	APJ agonist	APJ antagonist
O=C(NCC1CCCN1S(=O)(=O)c1cccs1)C(=O)Nc1ccc(F)cc1F (centres undefined)	-5.3	0.4	-16.6	0.3	0.9	-5.6	-2.4	-14.7
C=CCN(CC=C)S(=O)(=O)c1ccc2nc(NC(=O)C(C)C)sc2c1	26.9	1.5	-45.8	4.8	41.3	58.7*	-6.3	4.0
CCCCNc1c(-c2ccc(OC)c(Sc3ccc(OC)cc3)c2)nc2cnccn12	1.2	4.6	-14.2	16.2	25.6	32.7	-0.4	-2.9
Cc1nc2ccccc2c(=O)n1NC(=O)c1ccco1	-12.5	-1.1	16.8	-0.7	9.6	-26.4	-2.7	-7.4
N#Cc1c(NC(=O)CSc2nnnn2C2CCCCC2)sc2c1CCCC2	-8.5	-1.3	-0.7	0.4	-9.7	23.5	-0.6	10.1
O=C(CC1C(=O)NCCN1Cc1c(F)cccc1Cl)NCCCn1ccnc1 (centres undefined)	7.1	-0.8	5.3	-1.4	-2.4	10.3	-3.2	13.1
OCCCn1c(C2CCCN2c2nc(-c3ccc(F)cc3)cs2)nc2cc(Cl)c(N3CCCCC3)cc21 (centres undefined)	11.1	-0.3	5.1	100.2*	-8.9	63.2*	-3.5	-19.9
CCCCN(C)CC(O)Cn1cc(/C=C/C(=O)c2ccc(OCC)cc2)c2ccccc21 (centres undefined)	3.5	3.6	11.4	11.1	45.7	69.2*	0.2	-15.4
COc1ccc(C(=O)C2CCCN(Cc3ccc4nonc4c3)C2)cc1F (centres undefined)	2.7	0.0	5.3	-2.2	-3.3	19.7	1.3	11.5
CSCC[C@H](NC(=O)OC(C)(C)C)C(=O)N/N=C/c1cc2ccc(C)cc2nc1Cl	6.2	0.4	-5.4	11.1	25.6	13.9	0.7	-7.8
CC(C)OP(=O)(c1ccccc1)c1ccccc1	-0.8	2.2	6.2	1.6	0.1	26.6	-3.9	-0.4
O=[N+]([O-])c1ccc(-n2nnnc2CN2CCCCC2)cc1	11.1	0.9	14.0	-3.5	2.5	5.6	-0.7	-16.5
CC(C)(C)n1nc2c(c1NC(=O)c1c(F)cccc1F)CS(=O)(=O)C2	-3.8	-1.1	-14.4	-6.4	14.4	0.9	1.3	16.7
O=c1[nH]c(CN2CCN(S(=O)(=O)c3cccs3)CC2)nc2c(Br)cc(Br)cc12	2.2	-0.3	29.9	-1.4	21.9	-8.7	2.7	-17.5
NC(=O)c1ccsc1NC(=O)C1CC1	4.7	-1.1	-9.7	-0.8	12.3	-19.1	-2.7	-58.3
CCc1nc2ccccc2c(C(=O)OCC(=O)N(C)Cc2ccccc2)c1C	-5.4	2.9	2.9	-1.8	35.2	6.4	-1.8	4.0
Cc1cc(C(=O)OCC(=O)NC2CCS(=O)(=O)C2)c(C)n1-c1ccccc1 (centres undefined)	7.7	0.8	-19.9	1.6	-11.9	-3.1	-17.4	-8.8
Cc1cc(C)c(C)c(S(=O)(=O)Nc2ccc(C(N)=O)cc2)c1C	-9.8	-0.4	-25.0	0.9	7.9	8.6	-0.1	0.7
COC(=O)CSc1n[nH]c(-c2ccncc2)n1	10.6	-0.2	19.1	0.2	-0.8	-0.2	2.2	8.9
CC(=O)C1=C(O)C(=O)N(CCc2c[nH]c3ccccc23)C1c1ccco1 (centres undefined)	-19.0	-0.5	-9.0	1.1	30.7	-34.8	22.3	-23.7
CCOCCCNC(=S)Nc1ccc2nc3n(c(=O)c2c1)CCCCC3	3.4	0.2	14.1	-2.1	13.1	9.5	0.9	-3.2
O=[N+]([O-])c1cccc(/C=C/c2nc3ccc([N+](=O)[O-])cc3[nH]2)c1	-24.0	7.2	-13.9	4.8	42.1	-5.1	9.5	-40.3
CCCN(CC(=O)Nc1ccc(F)c(F)c1F)C(=O)c1ccc(N2CCCC2=O)cc1	8.2	1.2	-25.0	1.5	11.6	8.3	-2.0	1.2
Cc1cccc(C(=O)O/N=C2/CC3CCC2(C)C3(C)C)c1 (centres undefined)	-11.6	-0.7	-6.7	-4.3	59.4*	8.2	0.6	-8.1
O=C(c1cnsn1)N1CCC(CO)(Cc2cccc(F)c2)CC1	-61.2	3.4	-59.7	1.7	11.4	-83.0	-4.3	-13.4
COc1ccc(NC(=S)N2CCC(NC(=O)c3ccco3)CC2)cc1	-2.6	0.7	-1.6	2.0	3.8	-14.5	2.3	5.2
CCc1ccccc1NC(=S)N(CCCN1CCOCC1)Cc1ccccn1	-3.5	0.5	-24.1	0.1	15.4	-19.9	0.2	-11.6
Cc1ccc(C2=NS(=O)(=O)N(C)C(C(=O)NC(C)c3ccccc3)=C2)cc1 (centres undefined)	11.4	-0.1	22.7	1.9	7.7	1.6	-2.3	8.9
O=C(COC(=O)c1ccc(S(=O)(=O)NCc2ccco2)cc1)Nc1ccccc1OC(F)F	-8.6	0.2	-23.8	-0.9	3.1	-25.1	2.8	18.2
CN(CCc1ccccn1)C(=O)CCC1CCCN(C(=O)c2ccsc2)C1 (centres undefined)	-1.0	1.1	13.6	-1.1	-2.3	-11.0	-2.2	-10.0
COc1ccc(N(C(=O)c2snc(C(N)=O)c2N)C(C(=O)NC2CCCC2)c2ccc(F)cc2)c(OC)c1 (centres undefined)	3.4	1.2	10.6	-1.9	-18.6	19.2	-2.5	6.2
COc1ccccc1CNC(=O)Cn1cccc1	-3.7	-1.3	-6.5	0.2	4.1	-6.4	-2.3	8.3
Cc1ccc(C(O)c2nccn2C)o1 (centres undefined)	3.5	-2.7	8.7	-5.9	6.8	-19.9	1.0	10.5
CN(C)CCCOC(=O)c1ccccc1	-2.0	0.3	-1.3	-4.0	-6.4	-15.1	2.8	12.4
CC(C)c1ccc(C(=O)NNC(=O)c2ccncc2)cc1	-4.6	-0.8	-8.6	-3.4	21.6	-3.7	-2.5	-5.1
Cc1[nH]c2ccc(Cl)cc2c(=O)c1CN1CCCC1	-4.5	0.8	8.4	-1.0	-7.8	5.8	-2.7	0.1
CCC(C)[C@H](NC(=O)OC(C)(C)C)C(=O)NCC1CCC(C(=O)N[C@@H](Cc2ccccc2)C(=O)O)CC1 (some centres undefined)	16.1	0.2	6.1	-2.2	0.0	-25.0	0.0	9.5
O=C(COC(=O)/C=C/c1cccc(Br)c1)NCc1cccs1	-3.9	1.4	10.1	-1.9	7.5	0.7	-4.0	-3.1
Cc1ccc(N2C(=O)N(CC(=O)c3cc(C)ccc3C)C(=O)C2C)cc1 (centres undefined)	1.1	4.6	-5.7	-0.3	18.9	-31.2	-2.0	-3.3
Cc1nc(SCC(=O)N2CCCCC2)c2c(C)c(C)sc2n1	-1.9	4.8	-8.2	-0.3	9.1	20.8	0.6	1.8
O=C(CCc1nc2sc3c(c2c(=O)[nH]1)CCCC3)NCCOc1ccccc1	8.2	-0.2	-6.2	-1.8	6.0	15.0	-0.9	-14.3
COc1cccc(NC(=O)CN(C)C(=O)c2cc(-c3ccccc3)nc3ccccc23)c1	-21.8	-2.1	-2.8	-0.5	0.9	18.1	-2.8	-43.3
COc1ccc(NC(=O)c2ccc(N(C)S(C)(=O)=O)cc2)cc1OC	-47.6	1.2	10.6	-1.4	-4.1	-2.2	0.4	14.0
CC(=O)NC(CCS(C)(=O)=O)C(=O)Nc1cccc(Cl)c1Cl (centres undefined)	2.5	0.0	-4.9	2.7	9.9	6.1	-0.7	8.9
O=C(Cc1c[nH]c2ccccc12)N/N=C/c1ccccc1O	-9.6	-0.8	22.5	2.4	11.0	10.7	-1.4	-8.9
Cc1c(S(=O)(=O)Nc2ccc3c(c2)OCCO3)cnn1C	7.3	0.1	8.6	-4.2	-5.5	-14.6	-1.8	9.2
c1ccc(Oc2ccc3ccccc3n2)cc1	-41.9	4.8	-27.5	1.1	12.1	-7.1	-4.7	-2.9
Cc1cc(NC(=O)c2cc(-c3ccc(C)s3)nc3ccccc23)no1	4.9	-0.7	-35.1	-5.7	7.3	17.1	-3.9	16.7
CN=c1scc(C)n1/N=C/c1cc(Br)c(O)c(OC)c1	-4.6	0.3	-12.5	2.7	18.7	-8.3	-0.9	7.2
Cc1ccccc1NC(=O)COC(=O)c1cccnc1	-9.2	0.6	10.6	-1.5	12.0	-1.8	1.3	-7.5
O=C(COC(=O)/C=C/c1ccco1)Nc1ccccc1	14.3	-1.2	-0.9	4.6	4.7	15.6	1.9	-5.0
c1coc(CN2CCN(C(c3cccs3)c3nnnn3C3CCCC3)CC2)c1 (centres undefined)	-12.1	-0.6	-19.2	-0.2	23.1	-26.2	-15.1	7.5
O=C(CSc1nnc(NC(=O)c2ccco2)s1)NCc1ccc2c(c1)OCO2	-1.3	-1.1	3.9	-1.0	-10.3	5.3	0.0	5.9
COc1ccc(S(=O)(=O)N(C)CC(=O)NC2CCCCC2)cc1Cl	0.1	0.0	16.8	-2.1	27.4	-6.4	3.6	17.6
COC(=O)C(Cc1ccccc1)NC(=O)CNS(=O)(=O)c1ccc(Br)cc1 (centres undefined)	10.7	0.7	14.1	1.0	-1.2	-5.1	-3.1	8.3
CCn1ncc([N+](=O)[O-])c1C(=O)N1CCc2ccccc2C1	17.1	2.2	0.8	4.2	2.7	-2.2	-4.1	17.0
CCCCCCOc1ccc(OCC(O)CN2C(=O)NC(C)(C)C2=O)cc1 (centres undefined)	-27.0	5.2	-48.0	-3.0	5.8	-20.5	-1.5	2.3
CCOC(=O)N1CCC(NC(=O)C2CCN(S(=O)(=O)c3cnc[nH]3)CC2)CC1	12.9	-0.4	31.3	-1.0	-3.7	-9.8	5.3	-0.4
COc1ccc(F)cc1S(=O)(=O)Nc1cccc(C(=O)O)c1	-3.2	-0.8	11.7	-1.9	1.7	21.3	-1.7	-1.0
CCN1CCN(C(=O)c2ccccc2NS(=O)(=O)c2ccc(Cl)cc2)CC1	1.9	-0.7	3.4	-0.1	11.4	4.6	-1.6	-0.9
Cc1cc(Cl)ccc1NC(=O)CCC(=O)N/N=C/c1cccnc1	13.1	0.0	10.8	-5.7	4.3	27.4	6.9	6.8
Cc1ccc(S(=O)(=O)CCC(=O)OCC(=O)Nc2cc(F)ccc2C)cc1	-17.7	-0.4	0.5	0.1	8.6	-26.1	11.1	9.8

Records above marked active in Mdm2-MdmX inh:
Molecule | Jurkat NFkB inh | 697 NFkB inh | XBP1 UPR activ | Mdm2-MdmX inh | APJ agonist | APJ antagonist
C=CCN(CC=C)S(=O)(=O)c1ccc2nc(NC(=O)C(C)C)sc2c1 | 26.9 | -45.8 | 4.8 | 58.7* | -6.3 | 4.0
OCCCn1c(C2CCCN2c2nc(-c3ccc(F)cc3)cs2)nc2cc(Cl)c(N3CCCCC3)cc21 (centres undefined) | 11.1 | 5.1 | 100.2* | 63.2* | -3.5 | -19.9
CCCCN(C)CC(O)Cn1cc(/C=C/C(=O)c2ccc(OCC)cc2)c2ccccc21 (centres undefined) | 3.5 | 11.4 | 11.1 | 69.2* | 0.2 | -15.4
